# Screening data (PubChem BioAssay)
# SIRT5 inh: inhibitors of human sirtuin-5 desuccinylase | Q9NXA8 | Purified SirT5, succinyl-peptide AMC, trypsin-coupled fluorescence | inhibition, % at 15 µM | hit rate 1.1% among 330,000; in the data active = inhibition above about 15%; inconclusive = no clear call, values can overlap the other calls
# Target sequence (Q9NXA8 whole entry, looked up): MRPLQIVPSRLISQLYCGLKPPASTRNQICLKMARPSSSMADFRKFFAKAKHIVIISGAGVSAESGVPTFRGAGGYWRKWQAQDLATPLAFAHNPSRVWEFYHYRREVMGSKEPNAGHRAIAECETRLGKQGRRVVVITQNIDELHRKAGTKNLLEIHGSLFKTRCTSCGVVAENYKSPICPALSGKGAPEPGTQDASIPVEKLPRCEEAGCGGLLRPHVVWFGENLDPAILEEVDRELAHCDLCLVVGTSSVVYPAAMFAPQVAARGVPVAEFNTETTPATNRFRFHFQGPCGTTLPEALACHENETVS
# CASP6 VEID inh: blocks human caspase-6 cleavage activity; P55212; purified caspase-6, Z-VEID-R110 cleavage fluorescence; inhibition, % at 12.5 µM; hit rate 0.53% among 350,000;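 active = mean inhibition across replicates at least about 35%, with every replicate also reaching that limit, limit read from the data; inconclusive = only one of the two criteria met; inactive = neither criterion met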;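 note: 0% = median of neutral control wells and 100% = no fluorescence left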
# Target sequence (P55212 24-179 limits assumed): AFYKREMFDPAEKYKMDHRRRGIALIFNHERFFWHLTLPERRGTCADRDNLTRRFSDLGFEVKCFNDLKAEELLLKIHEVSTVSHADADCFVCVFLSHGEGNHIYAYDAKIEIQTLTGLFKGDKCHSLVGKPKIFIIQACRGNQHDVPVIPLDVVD
# Target sequence (P55212 194-293 limits assumed): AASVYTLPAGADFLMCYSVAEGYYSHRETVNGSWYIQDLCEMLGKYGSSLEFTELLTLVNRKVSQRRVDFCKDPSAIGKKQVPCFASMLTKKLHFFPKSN
# miR-122 sensor: blocks miR-122 activity in Huh7 sensor cells | Huh7 miR-122 Renilla luciferase sensor, 48 h; neutral wells = 0, positive control = 100 | activation (reporter increase), % at 12.5 µM | hit rate 0.3% among 340,000 | AID 602342;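 active = mean replicate activation score at least 90 and every replicate individually at or above 90; inconclusive = only one of the two criteria met; inactive = neither criterion met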;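 note: higher luciferase means less miR-122 activity so hits act as miR-122 inhibitors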
# ERp5 block: ERp5 (human) disulfide isomerase inhibition; Q15084; ERp5 insulin aggregation, absorbance 650 nm, 90 min; inhibition, % at 9.99 µM; hit rate 0.05% among 350,000; AID 651711;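 active = mean replicate inhibition above about 25%, with every replicate also reaching it, limit read from the data, passing the limit was not always enough; inconclusive = only one of those two criteria met; inactive = neither criterion met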
# Target sequence (Q15084 whole entry, looked up): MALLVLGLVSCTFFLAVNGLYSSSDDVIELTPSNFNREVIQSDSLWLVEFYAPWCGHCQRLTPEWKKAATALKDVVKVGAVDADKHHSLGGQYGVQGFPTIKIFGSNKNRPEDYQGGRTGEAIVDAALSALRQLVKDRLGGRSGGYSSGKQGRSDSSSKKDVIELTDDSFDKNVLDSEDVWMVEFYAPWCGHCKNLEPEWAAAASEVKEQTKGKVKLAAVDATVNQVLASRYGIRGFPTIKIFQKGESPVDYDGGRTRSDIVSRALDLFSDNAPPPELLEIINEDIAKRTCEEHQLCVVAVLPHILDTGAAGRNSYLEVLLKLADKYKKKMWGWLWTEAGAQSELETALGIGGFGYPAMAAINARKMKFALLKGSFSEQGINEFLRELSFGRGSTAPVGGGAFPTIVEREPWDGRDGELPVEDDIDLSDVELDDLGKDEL
# ERAP1 HTS inh: blocks human ERAP1 aminopeptidase activity. Q9NZ08. recombinant ERAP1, Leu-AMC fluorescence, 60 min. inhibition, % at 10.7 µM. hit rate 0.15% among 340,000. AID 652197;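 active = mean replicate inhibition of at least 30%, or all replicates individually reaching that 30% level; inactive = mean below 30% and not every replicate reaching it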;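 note: 0% = neutral control wells and 100% = L-leucinethiol positive control wells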
# DENV2 CPE rescue: DENV2-induced cell death inhibition; DENV2-infected cells, cytopathic effect rescue, plate reader; CPE inhibition, % at 9.99 µM; hit rate 1.7% among 350,000; AID 651640; in the data active = CPE inhibition above about 20%, passing the limit was not always enough; inconclusive = no clear call, values can overlap the other calls; tested in BHK-21 cells;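 note: 0% = median of neutral control wells and 100% = median of positive control wells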
# CFTR F508del cor: correctors of CFTR F508del function in bronchial epithelial cells; activity (quench increase), % at 7.58 µM; CFBE cells, YFP halide quenching; stimulated with forskolin plus potentiator P3; % fluorescence drop versus neutral controls; hit rate 0.36% among 350,000;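 active = mean added fluorescence quench of at least 8% versus neutral control, with both replicates also reaching 8%; inconclusive = only one of the mean or replicate conditions met; inactive = mean below 8% and not both replicates reaching 8%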;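 note: cells transiently co-express mutant CFTR-F508del with the halide-sensitive YFP; corrector assay measuring rescue of mutant channel to the surface after 24 h compound exposure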
# * marks the source's active call; other numbers are inactive results; ? = inconclusive; nt = no result given; & = joins results of further samples; [ ] = another dose, or the depositor's remark.
SMILES,SIRT5 inh,CASP6 VEID inh,miR-122 sensor,ERp5 block,ERAP1 HTS inh,DENV2 CPE rescue,CFTR F508del cor
CCCN(C)C[C@@H]1OCCCC[C@H](C)Oc2ccc(NC(=O)CCCN(C)C)cc2C(=O)N([C@H](C)CO)C[C@@H]1C,-1,-80,7[16.7 µM],-3,-1,9,-1.4
O=C(NCCCN1CCOCC1)[C@@H]1[C@@H](CO)[C@@H]2Cn3c(cccc3=O)[C@H]1N2C(=O)C1CCCCC1,14,2,nt,6,0,-7,-3.0
NS(=O)(=O)c1ccc2c(c1)C(=NO)c1cc(S(N)(=O)=O)ccc1-2,0,2,nt,2,2,4,4.7
CCCCc1c(-c2ccccc2OC)ncn1C(C)c1ccc(Cl)cc1 (stereo not drawn),nt,3,nt,3,3,-2,3.2
Cc1ccc2c(c1)NC(c1cccs1)C1=C(CC(C)(C)CC1=O)N2 (stereo not drawn),-4,-1,5,6,1,2,0.0
COc1ccc2c(c1OC)C(=O)N1C2SC(C)(C)[C@H]1C(=O)NCC(C)C (stereo partly drawn),0,1,-4,1,-3,3,-2.1
COc1cccc(NC(=S)N(Cc2ccc(C)cc2)Cc2ccccn2)c1,0,3,nt,-4,1,12,-0.2
O=C(CC1SC(=Nc2ccccc2)N(CCO)C1=O)Nc1ccccc1 (stereo not drawn),-8,3,nt,-5,-1,-7,-0.1
COc1ccc(CNc2oc(-c3cccc4ccccc34)nc2C#N)cc1,-5,2,3,3,5,-5,-1.3
Cn1nc(C(=O)Nc2cccc(S(=O)(=O)N3CCOCC3)c2)c2ccccc2c1=O,2,-1,nt,-3,3,3,-1.8
COc1ccc(C(=O)Nc2nc(CC(=O)NCCc3cccc(OC)c3)cs2)cc1,5,1,nt,2,7,?,-2.2
Cc1ccc(C)c(S(=O)(=O)ON2C(=O)c3ccccc3C2=O)c1,3,0,nt,2,-7,nt,-1.2
CCc1nc(N2[C@H](C#N)[C@H](c3ccccc3-c3ccccc3F)[C@H]2CO)sc1C,0,2,nt,0,0,-18,0.9
N#C[C@H]1[C@@H](c2ccc(-c3cccnc3)cc2)[C@@H](CO)N1C(=O)C1CCOCC1,-1,1,nt,-1,1,-1,0.1
Cn1c(CCN2CCCCC2)nc2cc(NC(=O)COc3ccc([N+](=O)[O-])cc3)ccc21,-3,-17,4,6,-4,7,2.9
COc1ccccc1S(=O)(=O)N(C)C[C@H]1OCc2cn(nn2)CCCC(=O)N([C@H](C)CO)C[C@H]1C,-2,-1,1[16.7 µM],0,-4,9,-2.7
CC(C)(C)c1ccc(NC(=O)COC(=O)CCc2nc3ccccc3c(=O)[nH]2)cc1,-3,24,nt,-2,2,?,nt
COc1ccc(-c2ccc(CN3C(C(C)C)C(=O)N(Cc4cn(Cc5ccco5)nn4)CCS3(=O)=O)cc2)cn1 (stereo not drawn),-4,8,-2,0,2,?,3.5
CN(C)CC(=O)Nc1ccc2c(c1)[C@H]1C[C@@H](CC(=O)N3CCc4ccccc4C3)O[C@@H](CO)[C@H]1O2,0,0,3[16.7 µM],-3,1,0,-0.3
Cc1ccc(/C=C2/C(=O)c3ccc(C(=O)O)cc3C2=O)o1,13,30,nt,2,8,0,-0.4
CCOC(=O)C(C)Oc1cccc2c(=O)n(CC(=O)N3CCc4ccccc43)ccc12 (stereo not drawn),2,-2,-4,-3,0,11,-3.9
COc1ccc(S(=O)(=O)N(C)C[C@@H]2Oc3ccc(NC(=O)Nc4ccccc4)cc3C(=O)N([C@H](C)CO)C[C@H]2C)cc1,6,-1,4[16.7 µM],9,0,-4,1.1
CCCCCOc1ccc(C(=O)CCC(=O)Nc2ccc(NC(C)=O)cc2)cc1,-2,-1,-2,4,-12,-3,1.7
O=S(=O)(c1cnc(Cl)c(Br)c1)N1CCN(c2ncccn2)CC1,-3,7,-1,-4,-2,-2,-3.6
COc1ccc(-c2csc3[nH]c(=S)n(-c4ccccc4)c(=O)c23)cc1OC,2,-1,-2,4,-3,nt,1.2
# (next part)
SMILES,SIRT5 inh,CASP6 VEID inh,miR-122 sensor,ERp5 block,ERAP1 HTS inh,DENV2 CPE rescue,CFTR F508del cor
CC(C(=O)Nc1ccccc1Cl)c1ccc([N+](=O)[O-])cc1 (stereo not drawn),0,2,nt,5,-4,5,-0.4
O=C(NCc1ccncc1)C1CCCN(S(=O)(=O)c2cc(Cl)ccc2Cl)C1 (stereo not drawn),-13,0,5,3,0,-1,1.1
O=C(NNC(=O)c1ccccn1)c1ccc(OC(F)F)cc1,-4,-1,14,-17,3,-3,-1.4
CCOc1cccc(/C=N/NC(=O)C2CCCC2)c1O,1,-1,-3,0,-6,12,-1.2
C/C(=N/NS(=O)(=O)c1cc(C)ccc1C)c1ccncc1,-5,5,nt,2,2,?,-2.7
O=C(NCc1ccccc1)[C@H]1N[C@H]2c3ccc(-c4ccccc4)c(=O)n3C[C@H]2[C@@H]1CO,-25,2,-5[16.7 µM],nt,0,13,-0.5
COC(=O)C1=NNC2(c3ccc(Cl)cc3)C(=O)N(c3ccccc3)C(=O)C12 (stereo not drawn),-1,3,1,1,1,-2,nt
CCCC#Cc1ccc(CC[C@H]2O[C@H]3CC[C@H](CO)O[C@H]3C[C@@H]2n2cc(C(C)(C)O)nn2)cc1,-4,1,nt,-1,2,3,-0.1
Cc1ccccc1NS(=O)(=O)c1ccc(C(=O)N2CCN(c3ccccn3)CC2)cc1,1,-3,nt,-1,-1,5,-1.7
C[C@@H]1CN([C@H](C)CO)C(=O)c2cccc(NC(=O)c3cnccn3)c2O[C@@H]1CN(C)S(=O)(=O)c1ccc(F)cc1,3,-1,-1[16.7 µM],0,-5,-5,0.3
O=C(NC(c1ccc(Cl)cc1)c1ccsc1)C1CCN(CCOc2ccc(Cl)cc2)CC1 (stereo not drawn),-3,0,1,-1,1,-4,-2.1
FC(F)(F)c1ccccc1C1=CC(c2ccccc2)n2ncnc2N1 (stereo not drawn),nt,2,3,0,-15,-1,2.4
CCOc1ccc(S(=O)(=O)NCc2cccnc2)cc1C(C)C,-3,-4,32,-3,0,4,-1.4
O=C(COC(=O)c1ccco1)Nc1cc(S(=O)(=O)N2CCCCC2)ccc1Cl,2,0,2,-7,1,5,-2.9
Cc1ccc(OCCNS(=O)(=O)c2ccc(Cl)cc2)cc1,0,-1,nt,-9,-9,3,-1.6
CSCCC(NS(=O)(=O)c1ccc2c(c1)Cc1cc(S(=O)(=O)NC(CCSC)C(=O)O)ccc1-2)C(=O)O (stereo not drawn),6,4,-2,5,-4,-8,-0.9
CSc1nc(C2CC2)cc(-c2cccs2)c1C#N,-3,-1,nt,0,0,nt,nt
CN(C(=O)COn1nnc2ccc(S(=O)(=O)N3CCOCC3)cc21)c1ccccc1,-5,-1,-5,0,0,-4,-1.6
C=CCC[C@@H](Cc1ccc(F)cc1)C(=O)OC[C@@H](NC(=O)[C@H](CC=C)CC(=O)N(CCO)Cc1ccccc1)c1ccccc1,nt,1,-2,13,-2,-16,2.7
O=C(c1ccccc1F)N1C[C@H]2[C@@H](c3ccccc31)[C@@H](CO)N2CC1CCCCC1,27*,-2,-3[16.7 µM],7,-2,-7,4.0
CCCCOCC(O)Cn1c(C)nc2ccccc21 (stereo not drawn),1,-1,nt,2,0,-8,-4.3
O=C(O)C(F)(F)C(NCc1ccccc1)c1ccccc1 (stereo not drawn),-3,1,-7,-2,nt,0,-0.2
C[C@H]1CN([C@@H](C)CO)C(=O)CCCn2cc(nn2)CO[C@H]1CN(C)CC1CCCC1,-1,0,-2[16.7 µM],-2,-1,8,3.8
Cc1ccccc1NC(=O)COc1ccc(S(=O)(=O)N2CCCC2)cc1C,-3,2,nt,4,2,11,2.8
CCS(=O)(=O)Nc1ccc2c(c1)C(=O)N(C)C[C@H](OC)[C@H](C)CN(CC1CCCCC1)[C@H](C)CO2,-2,1,1[16.7 µM],-2,2,-7,-1.6
# Next results
SMILES,SIRT5 inh,CASP6 VEID inh,miR-122 sensor,ERp5 block,ERAP1 HTS inh,DENV2 CPE rescue,CFTR F508del cor
C[C@@H]1CCCCO[C@H](CN(C)S(=O)(=O)c2cn(C)cn2)[C@@H](C)CN([C@H](C)CO)C(=O)c2cc(NC(=O)c3ccncc3)ccc2O1,2&9,-3&-2,-4,-5&-3,-2&3,-5&11,-3.9&2.1
CN1C(=O)Cc2cc(S(=O)(=O)NCCc3ccccc3)ccc21,-9,1,63,-1,1,-1,1.2
O=C(C[C@H]1C[C@H]2c3cc(NC(=O)Nc4ccc(F)cc4)ccc3O[C@H]2[C@@H](CO)O1)NC1CCCC1,-3,-2,-3[16.7 µM],0,1,-7,-1.5
CCn1c(SCC(=O)OC)nnc1-c1ccc(C)cc1,-6,2,3,3,0,-4,-1.0
CC[C@H](C)NC(=O)c1ccc(Cn2c(=S)[nH]c3c([nH]c4ccc(OC)cc43)c2=O)cc1,nt,0,nt,6,-1,0,nt
Nc1[nH]c(C(=O)c2ccc(Br)cc2)c(-c2cccc3ccccc23)c1C(=O)NCCc1c[nH]c2ccccc12,nt,-2,nt,7,-1,?,-0.8
O=c1[nH]c(=O)n(C2CCCO2)cc1F (stereo not drawn),0,nt,-18,?,-4,5,-7.0
COc1ccccc1Cn1c(SCC(N)=O)nc2c(oc3ccccc32)c1=O,-3,5,nt,-6,1,-1,nt
CC(C)NC(=O)N(C)C[C@H]1Oc2ncc(-c3cccc(C#N)c3)cc2C(=O)N([C@H](C)CO)C[C@H]1C,-5,3,3[16.7 µM],1,2,7,-2.2
COc1ccc(C(=O)NCCn2nc(C)cc2C)cc1OC1CCN(C(C)=O)CC1,-2,-1,-7,4,2,16,5.1
CCNC(=O)C[C@H]1CC[C@H]2[C@H](COc3ccc(NS(C)(=O)=O)cc3C(=O)N2C)O1,-3,1,-42[16.7 µM],-4,-3,14,0.7
CCCCC[C@H]1CCCCC[C@@H](O)C[C@H](O)[C@H](O)/C=C/C(=O)O1,-5,11,nt,3,nt,-6,0.3
Cc1ccc2nc(SCC(=O)Nc3ncccn3)[nH]c2c1,-2,-1,nt,4,-5,-2,0.7
COC(=O)c1sc(NC(=O)COc2cccnc2[N+](=O)[O-])c(C(=O)OC)c1C,0,5,-16,-7,0,17,4.2
C[C@@H]1CN([C@H](C)CO)S(=O)(=O)c2ccc(C#CC3CC3)cc2O[C@@H]1CN(C)Cc1ccccn1,-4,1,23[16.7 µM],2,3,8,1.9
COc1ccc(S(=O)(=O)NCc2ccc(C(=O)O)cc2)cc1,-1,1,nt,0,1,-8,-3.6
CC(OC(=O)c1ccc(S(C)(=O)=O)c([N+](=O)[O-])c1)C(=O)NC1C2CC3CC(C2)CC1C3 (stereo not drawn),-3,7,-3,1,-6,4,-1.3
COc1nc(NC(C)(C)C)nc(Oc2ccc(=O)n(C)n2)n1,4,3,-6,-3,4,-4,-1.1
COc1ccc(NC(=O)CSc2nnc3ccc(-c4ccncc4)nn23)cc1,-1,0,-2,-5,-5,-3,1.2
O=C(O)C1CCN(C(=O)CSc2nc3cc(Cl)ccc3c(=O)n2Cc2ccccc2)CC1,-2,-1,-10,5,1,2,-1.4
O=S(=O)(Nc1cc(S(=O)(=O)N2CCCC2)ccc1O)c1ccc(Cl)s1,-7,2,11,11,5,1,-2.7
Cc1ccc(-n2nc3c(=O)n(CCCC(=O)NCc4ccc(F)cc4)nc(C)c3c2C)cc1,-3,0,-10,nt,-2,-2,2.8
C[C@@H]1CN([C@@H](C)CO)C(=O)c2cc(NC(=O)Nc3cccc4ccccc34)ccc2O[C@H]1CN(C)C(=O)Nc1cccc2ccccc12,nt,1,-2[16.7 µM],15,-3,3,-0.8

# Marked active in SIRT5 inh (from the list above):
SMILES	SIRT5 inh	CASP6 VEID inh	miR-122 sensor	ERp5 block	ERAP1 HTS inh	CFTR F508del cor
O=C(c1ccccc1F)N1C[C@H]2[C@@H](c3ccccc31)[C@@H](CO)N2CC1CCCCC1	27*	-2	-3[16.7 µM]	7	-2	4.0
